High-throughput results (PubChem BioAssay)
AHR activator = activators of human aryl hydrocarbon receptor; P35869; AHR-responsive luciferase reporter cells, luminescence; 320,000 compounds, 2.5% hits; activation, % at 5 µM; in the data active = activation above about 47%;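 also: 0% = vehicle wells and 100% = reference agonist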
TPT1 inhibitor = blocks Candida albicans tRNA 2'-phosphotransferase; recombinant caTPT1, FP RNA substrate dephosphorylation; inhibition, % at 5 µM; 300,000 compounds, 0.81% hits;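 active = inhibition above the mean of all tested compounds plus 3 SD, set per screening campaign, cut at about 24% in these data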;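 also: plate controls were DMSO alone for no effect and ferristatin control at 100 nM for full effect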
CTSL1 counter = cathepsin L1 inhibition, PFM18AAP counter-screen; recombinant F. hepatica cathepsin L1, Z-Leu-Arg-MCA fluorescence; inhibition, % at 5.96 µM; 300,000 compounds, 0.49% hits; AID 1906;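 active = inhibition above the mean of all tested compounds plus 3 SD, set per screening campaign, cut at about 17% in these data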;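 also: 0% = plate median of test compound wells and 100% = 1 µM Z-Phe-Ala-diazomethylketone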
PP1 inh = PP1-alpha (human) inhibition in PP5 counter-screen; purified PP1alpha, OMFP fluorescence; inhibition, % at 6.7 µM; 320,000 compounds, 0.9% hits; AID 2235;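 active = inhibition above the mean inhibition of all tested compounds plus 3 SD, computed separately for each screening campaign, cut at about 15% in these data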
PAFAH2 inh = inhibitors of human PAFAH2; recombinant PAFAH2, FP-rhodamine activity probe, fluorescence polarization; 340,000 compounds, 0.99% hits; inhibition, % at 3.39 µM; Q99487; AID 492956;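 active = inhibition above the mean over all tested compounds plus 3 SD, cut at about 30% in these data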;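 also: inhibitors block probe labeling of enzyme so polarization drops; 0% = enzyme with DMSO and 100% = wells lacking PAFAH2 protein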
core dimer inh = blocks dimerization of HCV core protein; inhibition, % at 5 µM; 300,000 compounds, 0.33% hits; TR-FRET GST/Flag-core106 dimerization, 1536-well;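 active = inhibition above the mean of all tested compounds plus 3 SD, set per screening campaign, cut at about 45% in these data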
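test system = GST/Flag-tagged HCV core106 proteins | probe or stimulus = Eu donor and XL665 acceptor anti-tag antibodies | times = compound-protein-antibody incubation 4 h at 22.5 °C | signal = TR-FRET, excitation 340 nm, emission 617 and 671 nm | measure = percent inhibition of core106 dimerization signal | controls = wells lacking GST-core106 and wells with excess unlabelled core106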
proCasp3 act = activators of human procaspase-3 | P42574 | 330,000 compounds, 0.11% hits | AID 463141 | activation, % at 8.5 µM | recombinant procaspase-3 D3A, Ac-DEVD-pNA absorbance 405 nm;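 active = activation above the mean of all tested compounds plus 3 SD, cut at about 21% in these data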;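 also: 0% = DMSO alone and 100% = DMSO wells spiked with extra 5 µM PC-3 D3A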
Target sequence (P42574 whole entry D9A/D28A/D175A): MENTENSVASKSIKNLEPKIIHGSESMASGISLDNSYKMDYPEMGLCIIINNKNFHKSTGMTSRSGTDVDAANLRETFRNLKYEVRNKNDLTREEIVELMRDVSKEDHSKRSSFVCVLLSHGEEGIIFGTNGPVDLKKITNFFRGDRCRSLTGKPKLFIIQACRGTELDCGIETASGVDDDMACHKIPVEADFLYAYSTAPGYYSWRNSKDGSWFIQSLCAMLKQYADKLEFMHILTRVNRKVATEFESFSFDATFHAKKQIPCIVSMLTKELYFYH
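material = Procaspase-3 D3A mutant | probe or stimulus = Ac-DEVD-pNA | compound = single dose, 8.5 µM nominal compound, 0.8% DMSO | timing = 1 h preincubation, 2 h reaction | measured by = 405 nm absorbance of p-nitroaniline, reads at 0 and 120 min | benchmarks = DMSO-only low control, 5 µM PC-3 D3A high control | repeats = singlicate, each compound tested once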
proCasp7 act = counter-screen: procaspase-7 (human) activation. activation, % at 8.5 µM. recombinant procaspase-7, Ac-DEVD-pNA absorbance 405 nm; D23A/D198A/D206A triple mutant, cannot self-cleave; scale: DMSO 0, 5 µM enzyme 100. AID 463210. P55210. 330,000 compounds, 0.093% hits;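 active = percent activation above the screen-wide mean plus 3 SD, cut at about 25% in these data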
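Test system: Procaspase-7 triple mutant (PC-7 D3A). Also added: Ac-DEVD-pNA substrate, 400 µM as added. Schedule: 1 h enzyme–compound preincubation and 2 h substrate reaction, both 25 °C. Signal: p-Nitroaniline absorbance at 405 nm, read at 0 and 120 min. Control set: low DMSO alone, high DMSO plus 5 µM PC-7.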
PP5 primary = inhibitors of human protein phosphatase 5 (PP5); inhibition, % at 6.7 µM; AID 1987; purified PP5c, OMFP substrate fluorescence; 320,000 compounds, 0.18% hits; P53041;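 active = inhibition above the campaign's mean inhibition across all tested compounds plus 3 SD, cut at about 9.5% in these data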;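 also: 0% = DMSO only and 100% = 100 µM cantharidin control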
Target sequence (P53041 whole entry, looked up): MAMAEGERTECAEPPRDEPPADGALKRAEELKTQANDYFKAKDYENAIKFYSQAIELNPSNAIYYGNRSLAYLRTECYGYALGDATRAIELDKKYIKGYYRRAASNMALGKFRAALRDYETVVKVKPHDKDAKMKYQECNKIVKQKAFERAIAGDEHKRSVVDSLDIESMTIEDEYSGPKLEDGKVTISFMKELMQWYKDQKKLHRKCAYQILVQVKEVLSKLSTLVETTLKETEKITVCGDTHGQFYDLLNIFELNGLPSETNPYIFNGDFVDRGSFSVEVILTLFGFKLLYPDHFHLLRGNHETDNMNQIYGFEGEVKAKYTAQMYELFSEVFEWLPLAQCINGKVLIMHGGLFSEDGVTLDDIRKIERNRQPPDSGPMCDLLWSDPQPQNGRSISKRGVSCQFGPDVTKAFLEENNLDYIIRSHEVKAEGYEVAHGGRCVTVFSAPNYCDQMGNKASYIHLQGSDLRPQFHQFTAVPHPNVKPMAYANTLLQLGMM
Numbers without * were called inactive; / = not tested or not shown.

Every second line gives: AHR activator, TPT1 inhibitor, CTSL1 counter, PP1 inh, PAFAH2 inh, core dimer inh, proCasp3 act, proCasp7 act, PP5 primary
> CCOc1ccc2oc(=O)cc(CN3CCN(Cc4ccccc4)CC3)c2c1
    4, 1, 2, -4, 1, -18, 6, -5, 5.4
> O=C(Nc1nc2c(s1)CN(Cc1ccccc1)CC2)C1CCC1
    5, 10, -4, 0, -8, 0, 16, 15, 0.7
> COc1[nH]c(/N=C/c2ccccc2)c(C#N)c1C#N
    3, -72, -3, -2, 83*, -13, -5, 2, -1.9
> Cc1ccc(NC(=O)c2cccc(-n3cnnn3)c2)cc1Cl
    56*, /, /, -3, -6, /, 3, 3, 3.9
> Cc1ccc(NC2CCCN(C(=O)c3cccc4nccnc34)C2)cc1C (configuration not stated)
    0, 0, -5, -5, -8, -1, 6, 8, 3.6
> CCOC(=O)C1CCCN(C2CC(=O)N(c3ccc(C(C)C)cc3)C2=O)C1 (configuration not stated)
    1, 0, -7, -2, 8, -11, -2, -7, 2.0
> Cn1c(N)c(C(=O)CSc2ccccn2)c(=O)n(C)c1=O
    -2, 1, -7, -2, 0, 1, -7, 0, -1.5
> Cc1ccc(S(=O)(=O)N2CCOCC2)cc1NC(=O)COc1ncnc2ccccc12
    0, 2, 0, -4, -6, -16, 2, -1, -2.2
> Cc1[nH]c2ccccc2c1C(=O)C(=O)NC1CC1
    4, 3, -1, 0, 1, -11, 9, -14, 0.6
> Cc1ccc(-c2n[nH]c(=O)c3ccccc23)cc1S(=O)(=O)Nc1ccc(F)cc1
    2, -3, -3, 1, 5, -2, 12, 1, 0.7
> OCCC1CN(Cc2nc3ccccc3s2)CCN1C1CCCCC1 (configuration not stated)
    2, -4, -4, -1, -5, 0, 12, 13, 1.8
> N#C/C(=C\c1ccccc1)c1n[nH]c(Cn2cncn2)n1
    9, -2, 3, -2, -6, -2, 2, 9, 1.2
> CN(Cc1ccc(-n2cccn2)cc1)Cc1nc(-c2cnccn2)no1
    6, -6, 2, 7, 4, -4, 2, 1, 2.0
> COC(=O)C1=C(C)Nc2ncnn2C1c1ccccn1 (configuration not stated)
    -4, 0, -1, -4, -1, -4, 2, 8, -1.5
> COc1ccc(C)cc1N(CC(=O)NC(C)c1ccccc1)S(C)(=O)=O (configuration not stated)
    -1, 3, -4, -1, 1, -3, -1, 7, 2.4
> O=C1NN(c2ccc(F)cc2)C(=O)/C1=C\C=C\c1ccco1
    1, 3, -2, 2, 11, 2, -5, -10, 2.2
> O=C(CN1CCN(c2ccccc2)CC1)NCc1ccc(F)cc1
    2, 2, -1, 2, -2, -8, -1, -5, 2.1
> CNC[C@@H]1Oc2ccc(NS(=O)(=O)c3ccc(Cl)cc3)cc2C(=O)N([C@H](C)CO)C[C@@H]1C
    -1, /, /, /, 12, /, 3, -5, /
> COc1ccc(/C=C2\N=C(c3ccc(C)cc3)OC2=O)cc1
    -2, -5, 0, -2, -5, 6, -1, 2, 1.3
> CCCN(CCC)C(=O)CC(c1ccccc1)c1ccc(C)cc1O (configuration not stated)
    3, -2, 3, 1, -7, 4, -8, 9, 1.7
> Cc1ccccc1OCc1csc(N)n1
    2, 2, 1, -1, -4, 0, 4, 0, -0.4
> CCC(CO)Oc1cc(NC(=O)c2ccccc2F)c2ncn(C(C)C)c2c1 (configuration not stated)
    1, /, /, /, 3, /, 0, 17, /
> O=C(N/N=C/c1ccc2c(c1)OCO2)/C(=C/c1ccc2c(c1)OCO2)NC(=O)c1ccccc1
    5, 1, 4, 0, 4, 13, -1, 1, 1.3
> Cc1ccc(NC2Sc3ccccc3NC2=O)cc1Cl (configuration not stated)
    5, -3, 2, 2, -4, 1, 8, 2, 5.6
> CCCCSC1(SCCCC)N=C(N)C2(C#N)C(c3ccccc3)NC(C)=C(C)C12C#N (configuration not stated)
    3, 1, 2, -4, 3, 0, -6, -1, 2.0
> CCN1CCN(c2nc(Nc3cccc(C)c3)nc(N)c2[N+](=O)[O-])CC1
    43, 2, 4, -3, -2, -3, -4, 1, -2.2
> CCCCSc1nc(C)cc(SCC(=O)N/N=C/c2cccc(OC)c2O)n1
    2, -6, 7, 21*, 3, 10, -6, -7, 3.2
> Cc1ccc(/C=C/c2nnc(-c3ccc(C)cc3)o2)cc1
    -2, 1, 8, 8, -7, 0, -10, -1, -1.0
> O=C(NCCN1CCOCC1)c1ccccc1-c1ccccc1
    -1, -3, 2, -6, -1, 0, 3, -2, -2.2
> CN(CC(=O)NCc1ccncc1)S(=O)(=O)c1ccccc1
    -1, -2, 0, 0, 0, -23, 4, 5, 5.3
> c1ccc2nc(-c3ccc(N4CCOCC4)cc3)ccc2c1
    24, 4, 2, -2, 5, 11, -6, -15, 4.4
> COc1ccccc1-c1ccc(C(=O)O)o1
    -3, 2, -5, -1, 2, -6, -12, 0, 3.5
> CCN(CC)c1ccc(C2Nc3cccc4cccc(c34)N2)cc1
    15, 10, -3, 5, 13, -5, -5, -9, 3.2
> COc1ccc2c(c1)CC/C(=C/c1ccco1)C2=O
    5, 15, 4, 0, 7, 1, -16, -38, 1.3
> CCOC(=O)C(C)n1cnc2c(nnn2-c2ccc(F)cc2)c1=O (configuration not stated)
    0, 0, 2, -3, -2, -8, -1, 3, 0.5
> Nc1nnc(SCC(=O)NC2CCCC2)s1
    1, 2, -1, -6, 1, 1, 6, 0, -2.8
> CC(C)N1CCN(c2ccc(OC[C@H]3CO[C@](Cn4cncn4)(c4ccc(Cl)cc4Cl)O3)cc2)CC1
    0, -5, 3, -2, -24, -1, 7, -6, -2.1
> CCCCNC(=O)C1CC(c2cccc(F)c2)=NO1 (configuration not stated)
    6, 1, -7, -1, 4, -3, -1, -2, 0.5
> O=C1CCCCCN1C(=O)c1cccc(C(=O)N2CCCCCC2=O)c1
    1, -3, 4, -1, -1, 2, -3, 4, -1.1
> O=C(NC1CCN(S(=O)(=O)c2ccc(F)cc2)CC1)c1cccnc1
    2, -3, -4, 5, -7, -11, 1, 7, 0.9

Two entries from above, with each value named.
Cc1ccc(NC2Sc3ccccc3NC2=O)cc1Cl (configuration not stated)
- AHR activator: 5
- TPT1 inhibitor: -3
- CTSL1 counter: 2
- PP1 inh: 2
- PAFAH2 inh: -4
- core dimer inh: 1
- proCasp3 act: 8
- proCasp7 act: 2
- PP5 primary: 5.6
CCOC(=O)C(C)n1cnc2c(nnn2-c2ccc(F)cc2)c1=O (configuration not stated)
- AHR activator: 0
- TPT1 inhibitor: 0
- CTSL1 counter: 2
- PP1 inh: -3
- PAFAH2 inh: -2
- core dimer inh: -8
- proCasp3 act: -1
- proCasp7 act: 3
- PP5 primary: 0.5

2 entries from above, tab-delimited.
SMILES	AHR activator	TPT1 inhibitor	CTSL1 counter	PP1 inh	PAFAH2 inh	core dimer inh	proCasp3 act	proCasp7 act	PP5 primary
O=C1CCCCCN1C(=O)c1cccc(C(=O)N2CCCCCC2=O)c1	1	-3	4	-1	-1	2	-3	4	-1.1
O=C(NC1CCN(S(=O)(=O)c2ccc(F)cc2)CC1)c1cccnc1	2	-3	-4	5	-7	-11	1	7	0.9

Following part:
Every second line gives: AHR activator, TPT1 inhibitor, CTSL1 counter, PP1 inh, PAFAH2 inh, core dimer inh, proCasp3 act, proCasp7 act, PP5 primary
> Cc1nn(C)cc1CN(C)C(=O)c1cc2nc(-c3ccco3)cc(C(F)(F)F)n2n1
    -4, -6, 9, 3, 5, -3, -6, -9, -1.3
> Cc1ccc(NC(=O)C(=O)NC(C)C2COc3ccccc3O2)cc1 (configuration not stated)
    5, 3, 0, -4, 1, 0, -2, 4, 0.9
> Cc1cc(C)n2nc(SCC(=O)Nc3ccccc3C)nc2n1
    -4, 0, 2, 0, -16, 9, -3, 0, 0.9
> CCOC(=O)c1c(NC(=O)C2CCCCC2)sc2c1CCN(CC)C2
    1, 3, 3, 1, -1, -4, -11, -11, 1.4
> CCCOc1ccc2cc(C(=O)NCc3ccccc3)c(=O)oc2c1
    0, -1, 1, 3, -4, 58*, 7, 6, -1.0
> COCCN(CCOC)S(=O)(=O)c1ccc(C(=O)Nc2nnc(CSC)o2)cc1
    1, -1, 1, 2, -10, 2, 2, -2, 0.8
> Cc1occc1C(=O)N/N=C/c1cnn(C)c1C
    14, -3, -1, -2, -6, 0, 0, 8, -0.2
> CC1C(C#N)=C(N)OC2=C1C(=O)CC(C)(C)C2 (configuration not stated)
    13, 3, 2, -1, -3, 0, -4, -15, -1.0
> CCCCCc1c(C)c(C#N)c2nc3ccccc3n2c1-n1ccnc1C
    -2, -1, 3, 5, 4, 8, -1, 0, -2.2
> COc1ccc(Cl)cc1N(CC(=O)Nc1ccccc1C(=O)NCc1ccco1)S(C)(=O)=O
    2, -4, -12, -4, 1, -7, 1, 4, -0.5
> Fc1ccc(-c2nc3n(n2)Cc2ccccc2-3)cc1
    61*, -6, -4, -2, 2, -6, -1, 12, 1.3
> CC(C)(C)NC(=O)NC(=O)COC(=O)C1CCN(S(=O)(=O)c2cccs2)CC1
    2, /, /, 0, 6, /, -4, -6, 2.0
> CC(C)(C)c1ccc(OCC(O)CN(CCO)CC(O)Cn2ccc3ccccc32)cc1 (configuration not stated)
    8, -2, 9, 0, 0, -16, -4, 9, 3.1
> Cc1cc(C)cc(NC(=O)CCCn2nc(C)c3c(C)n(-c4ccccc4)nc3c2=O)c1
    2, 2, -2, 0, 5, -5, -3, 1, 2.2
> CN=C(C)/C(C(=O)OC)=C(/O)c1c(F)cccc1F
    1, -9, -2, -2, -7, -9, -5, 3, 2.7
> Cc1cccc(C)c1NC(=O)CN(C)C(=O)CN1C(=O)NC2(CCCC2)C1=O
    2, -2, 1, -7, -1, 0, 1, 5, 0.7
